# aSyn 5UTR inh: 5' untranslated region of α-synuclein, MLPCN primary screen | alpha-synuclein 5'UTR reporter, inhibitor activity | inhibition, % (tested at 7.5 µM) | hit rate 0.82% among 300,000 | AID 1813; in the data active = inhibition above about 60%; inconclusive = no clear call, values can overlap the other calls;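 also: H4 neuroglioblastoma cells stably carrying SNCA 5'UTR luciferase fusion; 0% = DMSO wells and 100% = positive control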
# HSF1 inhib: HSF1 inhibition | NIH3T3-HGL HSE-luciferase, MG132-induced, luminescence 8 h; stronger effect = lower value | hit rate 0.77% among 300,000 | activity change, negative = inhibition, % at 7.5 µM (by protocol);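 active = more than half of replicate wells show activity change below -50%, luminescence cut by over half; inconclusive = some wells, but at most half, below -50%; inactive = no replicate well below -50%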;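 also: luciferase reports HSF-1 transcriptional activity via heat shock element; 0% = median of DMSO wells and -100% = zero luminescence signal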
# IEC-6 tox: kills IEC-6 intestinal cells in KLF5 counter-screen. inhibition, % at 5 µM. IEC-6 cytotoxicity, luminescence viability. hit rate 0.78% among 290,000. AID 1825; in the data active = inhibition above about 22%;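 also: 0% = plate median of test compound wells and 100% = cytotoxic reference compound wells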
# HSP90 inh: inhibitors of HSP90 luciferase refolding in rabbit reticulocyte lysate. luciferase refolding luminescence, 3 h. inhibition, % at 5.6 µM. hit rate 0.91% among 290,000. AID 1789;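 active = inhibition above the screen-wide mean plus 3 SD, computed separately per campaign, cut at about 16% in these data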;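 also: 0% = DMSO wells and 100% = 60 µM geldanamycin wells; inhibitors lower the luminescence because luciferase stays unfolded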
# GSK3beta inhib: inhibitors of human GSK3beta kinase; P49841; GST-GSK3beta kinase, ADP-Glo luminescence, 60 min; stronger effect = lower value; activity score (negative = inhibition), % at 10 µM; hit rate 0.038% among 300,000; AID 2097;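 active = more than half of replicate wells score below -50%, meaning over 50% inhibition versus plate controls; inconclusive = some replicates but at most half score below -50%; inactive = no replicate scores below -50%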;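 also: 0% = median DMSO wells and -100% = median GW8510 positive control wells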
# Target sequence (P49841 whole entry, looked up): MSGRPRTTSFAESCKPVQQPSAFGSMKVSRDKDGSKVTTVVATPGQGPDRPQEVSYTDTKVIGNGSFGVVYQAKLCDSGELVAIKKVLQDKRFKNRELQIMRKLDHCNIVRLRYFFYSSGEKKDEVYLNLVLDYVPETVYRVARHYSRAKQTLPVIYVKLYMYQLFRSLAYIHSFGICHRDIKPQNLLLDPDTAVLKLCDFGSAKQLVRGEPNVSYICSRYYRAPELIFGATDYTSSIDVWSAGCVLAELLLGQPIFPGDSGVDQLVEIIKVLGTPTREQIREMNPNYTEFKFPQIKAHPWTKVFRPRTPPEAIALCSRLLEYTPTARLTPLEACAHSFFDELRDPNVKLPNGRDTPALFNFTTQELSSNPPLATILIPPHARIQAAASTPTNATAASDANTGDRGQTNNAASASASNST
#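 test system = GST-tagged human GSK3beta kinase, cell-free | reagent = 25 µM ATP with peptide substrate | dosing = one dose of 10 µM per compound | schedule = 60 min reaction, RT | detection = luminescent ADP-Glo measurement of ADP formed | control set = DMSO neutral wells and GW8510 at 20 µM as positive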
# HIF act: HIF pathway transcriptional activation | U2OS HRE-luciferase reporter, luminescence; normalized: DMSO 0%, desferrioxamine 100% | activation, % at 7.5 µM (by protocol) | hit rate 0.32% among 300,000 | AID 1910;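 active = mean activation of at least 10% of the iron chelator positive control signal, with at least half of replicates also reaching 10%; inconclusive = mean and replicate majority disagree about reaching 10%; inactive = mean and most replicates under 10%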
# GSK3A inh: blocks human GSK-3 alpha kinase. P49840. ADP-Glo luminescence, 60 min. inhibition, % at 10 µM. hit rate 0.1% among 320,000;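 in the data active = inhibition above about 50%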;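 also: GST-tagged GSK-3 alpha with peptide substrate and 25 µM ATP; 0% = DMSO neutral wells and 100% = GW8510 positive control wells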
# Target sequence (P49840 whole entry, looked up): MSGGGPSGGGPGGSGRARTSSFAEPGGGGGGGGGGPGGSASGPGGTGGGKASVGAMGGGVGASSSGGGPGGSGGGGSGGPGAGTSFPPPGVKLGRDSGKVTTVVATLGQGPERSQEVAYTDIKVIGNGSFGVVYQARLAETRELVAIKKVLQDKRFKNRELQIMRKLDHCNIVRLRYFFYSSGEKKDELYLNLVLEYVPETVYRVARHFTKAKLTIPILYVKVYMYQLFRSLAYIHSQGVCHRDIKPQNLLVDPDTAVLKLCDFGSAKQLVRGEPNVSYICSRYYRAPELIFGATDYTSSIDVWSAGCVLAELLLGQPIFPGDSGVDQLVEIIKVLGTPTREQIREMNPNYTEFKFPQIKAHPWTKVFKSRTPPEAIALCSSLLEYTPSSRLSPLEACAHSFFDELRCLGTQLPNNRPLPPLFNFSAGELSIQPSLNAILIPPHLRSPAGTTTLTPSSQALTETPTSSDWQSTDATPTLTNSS
# AI-2 QS mod: modulators of Vibrio harveyi AI-2 quorum sensing system; Vibrio harveyi JMH597 AI-2 luminescence/OD600 ratio, 9 h; stronger effect = lower value; strain lacks LuxN and CqsS sensors; 0 = neutral-control median; activity change, % at 7.5 µM; hit rate 0.4% among 300,000; in the data active = activity change below about -75%, passing the limit was not always enough; inconclusive = no clear call, values can overlap the other calls;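 also: luminescence divided by OD600 gain over 9 h not by final OD600 alone; inactives centre near 13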
# HSF1 activator: increases HSF-1 driven luciferase reporter signal. NIH3T3-HGL HSF-1 luciferase reporter, MG132, 8 h; 100% = twice DMSO control signal. activation, % at 9 µM. hit rate 1.7% among 300,000;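 active = mean replicate activation of at least 50% with a set share of replicates each reaching 50%; inconclusive = only one of those two conditions met; inactive = mean below 50% and too few replicates reaching it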;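 also: 0% = median of the neutral control wells and 100% = twice that signal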
# KLF5 inhibitor: suppresses KLF5 promoter-driven expression | AID 1700 | inhibition, % at 5 µM | hit rate 0.23% among 290,000 | DLD-1 KLF5 promoter-luciferase reporter, luminescence;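 active = inhibition above a per-plate limit of that plate's mean compound inhibition plus 3 SD, cut at about 60% in these data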;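 also: 0% = DMSO wells and 100% = LY294002 at 200 µM; higher means less KLF5 promoter-driven luciferase light; inactives centre near -14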
# * = called active by the depositor; u = inconclusive; x = not tested or not shown.
SMILES,aSyn 5UTR inh,HSF1 inhib,IEC-6 tox,HSP90 inh,GSK3beta inhib,HIF act,GSK3A inh,AI-2 QS mod,HSF1 activator,KLF5 inhibitor
O=C(Cn1nnc(-c2ccc(CN3CCOCC3)cc2)n1)N1CCCc2ccccc21,8,-6,3,1,1,-0.6,-3,12,2,-4
CC1(C)Cc2c(sc3[nH]c(=S)n(Cc4ccccc4)c(=O)c23)CO1,-4,0,-4,-1,3,-0.1,0,17,7,-35
CC(=O)c1ccc(S(=O)(=O)N2CCCC2)cc1,-84,8,-4,0,0,3.1,2,41,-1,-100
O=C(CNC(=O)c1ccccc1)Nc1cccc(C(F)(F)F)c1,0,5,-9,-2,0,0.3,0,16,-2,-31
NC(=O)c1oc2ccccc2c1NC(=O)c1ccc([N+](=O)[O-])o1,100*,-32,100*,3,1,2.7,0,1,-34,18
CN(C(=O)c1ccco1)c1nc(-c2ccccc2)cs1,-158,32,0,-3,x,5.6,0,x,76*,-212
CC(NCc1cccnc1)c1ccccc1 (centres undefined),-6,-3,3,2,-6,-0.8,0,0,2,-22
COc1ccc(/C=C2\SC(=S)N(N3CCOCC3)C2=O)c(OC)c1,14,3,-2,1,-2,0.3,-2,17,8,-31
Cc1c(Cl)cccc1S(=O)(=O)N1CCC(C(=O)NNC(=O)C2CC2)CC1,17,x,3,0,-1,0.0,5,25,x,17
O=S(=O)(Nc1cc(S(=O)(=O)N2CCOCC2)ccc1N1CCOCC1)c1ccc2c(c1)OCCO2,-18,-1,2,2,5,-0.3,-4,9,-8,-38
O=C(CSc1nnc(SCc2ccccc2)s1)NNC(=S)Nc1ccccc1,-24,10,-2,1,-1,2.1,-5,6,50,-2
Cc1nc2ccccc2c2c1C(=O)N(CCC1=CCCCC1)C2=O,-30,2,4,-3,4,-0.1,x,19,12,-29
Cc1cc(C)c2oc(-c3cccc(N)c3)nc2c1,-132,5,5,0,-2,4.2,3,41,8,-76
O=c1c2ccccc2oc2cc(C#CC3(O)CCCCC3)ccc12,77*,-81*,x,x,1,-2.1,-2,8,-84,x
O=C(CN1CCOc2ccccc21)NCc1ccco1,-24,12,0,2,1,0.1,-3,3,35,-16
Cc1ccc(C(=O)N2CCCC(C(=O)c3ccc(Oc4ccccc4)cc3)C2)cn1 (centres undefined),-17,2,6,0,-4,-0.3,0,-4,7,-5
COCc1cc(C)nc(SCc2ccc(Cl)cc2)c1C#N,-8,17,-1,0,-3,-0.1,2,5,14,-8
O=C(COC(=O)c1ccccc1SCC(=O)N1CCCC1)Nc1ccccc1OC(F)F,-3,7,x,x,-2,-0.3,-3,3,5,x
COc1cccc(NC(=S)N2CCC(N(C)CC3CCCO3)CC2)c1 (centres undefined),-2,3,6,3,1,1.2,3,6,31,0
COc1cc(C(=O)Nc2ccccc2NC(=O)c2cc(OC)c(OC)c(OC)c2)cc(OC)c1OC,18,-69*,5,-1,-1,0.2,-1,13,-73,-8
CN(C)S(=O)(=O)c1ccc2nnn(O)c2c1,8,3,-2,0,4,-0.7,0,24,21,-21
COc1ccc(OC)c(CCNC(=O)c2ccc(CS(=O)(=O)c3ccc(Br)cc3)o2)c1,2,2,-7,-3,3,-1.5,0,2,0,-24
COc1ccc(CC(=O)NC(c2ccccc2)c2ccc(C)cc2)c(OC)c1 (centres undefined),14,0,3,-2,0,1.9,-2,17,17,1
OCCNC(=S)NCCc1ccccc1,11,3,18,2,-1,-0.1,0,11,-5,5
O=C(COC(=O)c1cccs1)c1ccccc1,-34,28,-5,1,5,3.3,x,19,49,-62

# (continued)
SMILES,aSyn 5UTR inh,HSF1 inhib,IEC-6 tox,HSP90 inh,GSK3beta inhib,HIF act,GSK3A inh,AI-2 QS mod,HSF1 activator,KLF5 inhibitor
O=C(NC12CC3CC(CC(C3)C1)C2)N1CCN(S(=O)(=O)c2ccc(Cl)cc2)CC1,25,-6,7,3,4,-1.3,-1,35,9,-34
O=C(CN1C(=O)c2ccccc2C1=O)OC(C(=O)c1ccc(Cl)cc1)c1ccccc1 (centres undefined),-19,9,2,4,5,0.3,0,11,4,-21
CN(C(=O)COC(=O)/C=C/c1ccc(C(F)(F)F)cc1)C1CCS(=O)(=O)C1 (centres undefined),-16,-1,0,-4,2,-0.1,0,20,-12,-1
CCCCC(=O)Nc1c(-c2ccc(OC)c(OC)c2)c(=O)c2ccccc2n1C,2,4,1,1,1,1.9,-1,1,-3,-10
C#CCCOC(=O)N1C2=NC(C(=O)OC)=C(C(=O)OC)[C@@H]3N(Cc4ccccc4)c4ccccc4[C@]23C[C@H]1C(=O)OC,4,4,x,x,2,0.4,-1,0,-4,x
CCOC(=O)COc1c(C(=O)OC)sc2ncccc12,26,-1,5,-1,2,-0.3,0,16,0,-2
COc1cccc(N(CC(=O)NCCN2CCOCC2)S(=O)(=O)c2ccccc2)c1,-3,0,x,x,5,0.6,-1,27,-7,x
CSc1nc2c(c(=O)n1-c1ccc(C)cc1)SCC2,-3,2,5,0,1,0.2,8,0,14,-4
CS(=O)(=O)N1CCN(Cc2ccc([N+](=O)[O-])cc2)CC1,20,0,1,5,1,-0.6,2,15,2,-16
O=C1CC(/C=C/c2ccc(Cl)cc2)=Nc2ccccc2N1,-226,63,8,1,0,6.6,0,21,70*,-129
COc1ccc(/C=N/NC(=O)CNC(=O)c2ccc(S(=O)(=O)N3CCCC3)cc2)c(OC)c1,10,-5,4,3,5,0.1,0,4,-23,-20
COc1ccccc1NS(=O)(=O)c1ccc(NC(=O)c2[nH]nc(OC)c2[N+](=O)[O-])cc1,x,x,-7,5,-2,x,x,33,x,-8
O=C(CN(Cc1ccccc1)S(=O)(=O)c1ccc(Br)cc1)N/N=C/c1ccccc1C(=O)O,5,5,-2,-2,-4,-0.3,-4,24,-16,-12
COc1ccc(CCC(=O)N2CCN(C3CCCCC3)CC2)cc1,19,-8,2,-5,2,-0.3,0,15,0,-19
CSc1ccccc1OCc1cc(C(=O)N2CCN(C)C(c3ccccc3)C2)no1 (centres undefined),-3,5,4,-1,-1,1.0,1,1,7,-38
CC12CCC(C(=O)Nc3ccccc3Cl)([C@H](Br)C1=O)C2(C)C (some centres undefined),19,0,-2,-1,0,0.1,-1,31,-11,-21
Cc1c(C)n(CC(O)CNc2ccccc2)c2ccccc12 (centres undefined),-4,4,4,-2,4,-0.2,0,1,11,-15
O=C(CN1C(=O)C2C3C=CC(C3)C2C1=O)Nc1ccc(S(=O)(=O)N2CCCCC2)cc1 (centres undefined),12,-18,-4,4,1,-2.6,0,5,-22,-5
CCOC(=O)c1c(-c2ccco2)csc1N,-3,2,-3,4,1,-0.3,2,12,-23,-9
O=C1CN(C(=O)COc2ccc(Br)cc2F)c2ccccc2N1,9,-13,6,-1,-2,-0.2,4,1,-11,-9
CC1CCCCC1NC(=O)CCCn1c(=S)[nH]c2ccsc2c1=O (centres undefined),-2,-6,10,-1,4,0.3,1,27,14,-22
CCN1C(=O)[C@@H]2[C@H](C1=O)[C@@H]1C[C@H]3C(=O)N(CC)C(=O)[C@H]3[C@@H]3C1=C(C(=O)N1C(=O)OC(=NCC4CC4)[C@]31C)[C@@H]2C,-14,-1,x,x,-2,-0.2,2,-2,10,x
CC1CCN(CCOc2cccc(Br)c2)CC1,-1,-4,-1,4,0,-0.2,-2,8,2,-38
Cc1cc(NC(=O)CSc2nncc(=O)n2N)no1,-28,-10,7,5,5,-0.1,-2,23,3,4
O=[N+]([O-])c1ccc(CN2CCOCCOCCN(Cc3ccc([N+](=O)[O-])cc3)CCOCC2)cc1,-15,7,-3,-2,0,-0.3,0,28,7,-20

# (cont.)
SMILES,aSyn 5UTR inh,HSF1 inhib,IEC-6 tox,HSP90 inh,GSK3beta inhib,HIF act,GSK3A inh,AI-2 QS mod,HSF1 activator,KLF5 inhibitor
CC(C)C(=O)NCCc1nc(-c2ccc(Cl)cc2)no1,-99,-36,x,x,3,0.5,3,7,-50,x
CCN(CC(=O)NCc1ccc(Cl)cc1)C(=O)COc1ccc(Cl)cc1Br,19,15,x,x,1,-0.1,-3,24,20,x
Cc1n[nH]c(C)c1C(=O)CC1(O)C(=O)N(CCc2ccccc2)c2ccc(Br)cc21 (centres undefined),12,5,3,0,-5,-0.2,-6,1,-4,-21
Cc1cc(C)c(NC2=CC(=O)CC(C)(C)C2)c(C#N)c1,-3,5,8,3,-22,-0.2,0,24,18,-23
O=C(N/N=C/c1ccccc1O)C1CC(=O)N(c2ccc(F)cc2)C1 (centres undefined),22,-3,10,0,2,1.4,-2,2,2,47
CCc1ccc(S(=O)(=O)/N=C2\C=C(Nc3ccc(C(=O)O)cc3)C(=O)c3ccccc32)cc1,14,7,-10,93*,-8,0.7,7,11,-7,-15
CN1CCN(CCCC(=O)c2ccc(F)cc2)CC1,0,-2,-2,-1,3,0.0,0,5,-1,-7
O=C(CSCCS(=O)(=O)c1ccc(Cl)cc1)Nc1ccccc1,-1,6,-3,5,3,0.0,-1,10,8,-15
CCC(=O)c1c(NC)cc(C)oc1=O,9,2,0,-5,-6,0.0,-2,-10,-10,-21
CCN(CC)C(=O)CSc1nsc(SCC(=O)N(CC)CC)c1C#N,x,x,3,2,x,x,-4,x,x,-21
Cc1ccc(C(=O)c2ccccc2C(=O)OCC(=O)NCCc2ccc(Cl)cc2Cl)cc1,13,31,-1,2,1,-0.4,0,13,54*,-6
CC(C)NC(=O)C(c1ccc(F)cc1)N(C(=O)CCC(=O)Nc1ccccn1)C1CCCC1 (centres undefined),2,-8,1,0,5,-0.4,0,-3,-25,4
CCNC(=S)Nc1cc(OCC)c(NC(=O)c2cccs2)cc1OCC,9,-4,1,4,3,0.4,0,13,0,-7
O=C(Nc1cccc(F)c1)NC1CCCc2ccccc21 (centres undefined),-2,1,0,-3,1,0.0,1,10,-2,-32
NC(=O)CN1C(=O)NC2(CCOc3ccccc32)C1=O (centres undefined),-6,u,2,3,3,0.2,-4,9,-30,25
Cc1cc(C)cc(NC(=O)N2CCC(NC(=O)c3ccco3)CC2)c1,10,4,8,-3,x,-6.7,-2,x,48,9
CCOC(=O)c1nnn(CC(=O)Nc2cccc(F)c2)c1C(=O)OCC,16,2,3,5,0,-1.0,0,19,-20,-22
Oc1ccc2ccccc2c1N=Nc1ccccc1F,-13,12,8,11,-2,0.9,-1,18,21,6
S=C1SCN(CCN2CCOCC2)CN1Cc1ccccc1,-3,-1,-5,-1,-1,-0.3,-9,20,-10,-27
COc1ccccc1CNC(=O)c1cccc(-c2ccc(C)c3ccccc23)n1,39,-13,1,8,-3,-0.7,0,22,-30,13

# Assay outcomes: PubChem, several laboratories
